LYPLA1 inh: counter-screen for PME1 inhibitors: inhibitors of human LYPLA1; O75608; recombinant LYPLA1, FP-Rh probe fluorescence polarization; inhibition, % at 5.9 µM; 0.16% of 320,000 active; AID 2174;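 active = inhibition above the mean of all tested compounds plus 3 SD, set per campaign, cut at about 14% in these data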;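 also: inhibitors block serine hydrolase probe labeling of LYPLA1 so polarization falls; 0% = enzyme with DMSO and 100% = wells lacking LYPLA1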
PREPL inhibitor: human PREPL enzyme inhibition. 0.68% of 320,000 active. Q4J6C6. recombinant PREPL, fluorescence polarization activity-based probe. inhibition, % at 5.96 µM; in the data active = inhibition above about 43%;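 also: 0% = enzyme with DMSO and 100% = wells lacking enzyme; many of its hits are not listed in these tables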
Target sequence (Q4J6C6 whole entry, looked up): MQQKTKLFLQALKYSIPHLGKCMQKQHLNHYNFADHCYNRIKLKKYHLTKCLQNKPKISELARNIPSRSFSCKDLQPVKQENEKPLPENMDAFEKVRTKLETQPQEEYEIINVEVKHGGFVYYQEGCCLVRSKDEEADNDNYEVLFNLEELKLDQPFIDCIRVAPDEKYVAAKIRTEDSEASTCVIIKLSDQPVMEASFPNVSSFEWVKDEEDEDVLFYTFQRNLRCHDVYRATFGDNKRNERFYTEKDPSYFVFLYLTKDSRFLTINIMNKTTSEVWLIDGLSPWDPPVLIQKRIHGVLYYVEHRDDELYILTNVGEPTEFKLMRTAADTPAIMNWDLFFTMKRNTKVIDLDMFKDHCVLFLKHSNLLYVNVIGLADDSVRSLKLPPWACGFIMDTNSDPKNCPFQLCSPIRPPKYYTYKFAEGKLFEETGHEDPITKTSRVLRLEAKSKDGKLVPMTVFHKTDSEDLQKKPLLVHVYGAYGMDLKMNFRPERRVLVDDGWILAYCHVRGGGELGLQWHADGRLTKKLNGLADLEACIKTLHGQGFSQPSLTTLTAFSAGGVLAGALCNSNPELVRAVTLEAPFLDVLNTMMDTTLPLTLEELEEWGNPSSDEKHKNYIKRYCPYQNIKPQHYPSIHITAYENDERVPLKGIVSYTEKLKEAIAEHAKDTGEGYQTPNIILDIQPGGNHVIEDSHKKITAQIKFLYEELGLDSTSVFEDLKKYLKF
PAFAH1B3 inh: inhibitors of human PAFAH1B3; recombinant PAFAH1B3, FP-rhodamine probe, fluorescence polarization; inhibition, % at 3.39 µM; 0.28% of 340,000 active;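 active = inhibition above the screen-wide average of all tested compounds plus 3 SD, cut at about 25% in these data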;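 also: 0% = enzyme with DMSO only and 100% = wells lacking PAFAH1B3 protein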
PAFAH2 inh: inhibitors of human PAFAH2. AID 492956. 0.99% of 340,000 active. inhibition, % at 3.39 µM. recombinant PAFAH2, FP-rhodamine activity probe, fluorescence polarization;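 active = inhibition above the mean over all tested compounds plus 3 SD, cut at about 30% in these data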;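 also: inhibitors block probe labeling of enzyme so polarization drops; 0% = enzyme with DMSO and 100% = wells lacking PAFAH2 protein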
ZTA counter: counter-screen for EBNA-1 inhibitors: inhibitors of Epstein-Barr virus ZTA; P03206; ZTA-DNA binding, fluorescence polarization; inhibition, % at 11 µM; 0.15% of 320,000 active; AID 2234; in the data active = inhibition above about 33%
EBNA-1 inh: blocks EBNA-1 binding to DNA; AID 1950; EBNA-1 DNA binding, fluorescence polarization; 0.34% of 300,000 active; inhibition, % at 14.8 µM; in the data active = inhibition above about 28%
PAFAH1B2 FP inh: blocks human PAF acetylhydrolase 1b catalytic subunit 2; P68402; 1.2% of 340,000 active; inhibition, % at 3.39 µM; recombinant PAFAH1B2, FP-rhodamine activity probe, fluorescence polarization; AID 492953;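 active = inhibition above the mean of all tested compounds plus 3 SD, cut at about 24% in these data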;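 also: 0% = enzyme with DMSO and 100% = wells lacking PAFAH1B2; many of its hits are not listed in these tables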
Target sequence (P68402 whole entry, looked up): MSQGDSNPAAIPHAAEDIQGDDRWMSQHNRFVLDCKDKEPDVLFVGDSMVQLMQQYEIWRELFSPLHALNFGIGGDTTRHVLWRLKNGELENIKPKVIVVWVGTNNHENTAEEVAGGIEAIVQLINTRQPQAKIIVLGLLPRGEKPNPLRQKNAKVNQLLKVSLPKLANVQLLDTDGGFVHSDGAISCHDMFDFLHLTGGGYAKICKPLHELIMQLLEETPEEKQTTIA
LYPLA2 inh: LYPLA2 (human) inhibition in PME1 counter-screen; O95372; recombinant LYPLA2, FP-Rh probe fluorescence polarization; inhibition, % at 5.9 µM; 0.38% of 320,000 active;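 active = inhibition above the screen-wide mean plus 3 SD, limit set per campaign, cut at about 26% in these data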;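 also: 0% = LYPLA2 with DMSO and 100% = wells lacking LYPLA2 enzyme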
pPAFAH FP inh: inhibitors of human plasma PAF acetylhydrolase (pPAFAH); recombinant pPAFAH, FP-rhodamine probe fluorescence polarization; inhibition, % at 3.39 µM; 1.5% of 330,000 active; AID 463082;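 active = inhibition above the mean inhibition across the screen plus 3 SD, cut at about 25% in these data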;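 also: inhibitors block binding of the rhodamine activity-based probe so polarization drops; 0% = enzyme with DMSO and 100% = wells lacking pPAFAH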
The depositor's hits bear a star. Some of the compounds tested; count on the stated rates, not on these rows.

For COc1ccc(NS(=O)(=O)c2ccc3c(c2)CCN3C(=O)CCC(=O)O)cc1OC the results were LYPLA1 inh -0.1, PREPL inhibitor 9.4, PAFAH1B3 inh 10.7, PAFAH2 inh 1.6, ZTA counter -21.6, EBNA-1 inh -9.1, PAFAH1B2 FP inh 1.9, LYPLA2 inh 7.0 and pPAFAH FP inh -4.6.
For C=C(C)Cn1c(CN(C)Cc2ccccc2)nc2c1c(=O)n(C)c(=O)n2C the results were LYPLA1 inh -3.1, PREPL inhibitor 35.9, PAFAH1B3 inh 4.5, PAFAH2 inh 10.5, ZTA counter -7.2, EBNA-1 inh -1.4, PAFAH1B2 FP inh 2.0, LYPLA2 inh 0.0 and pPAFAH FP inh 3.9.
For CCCCC(=O)Nc1c(C)cc(C)cc1Cl the results were LYPLA1 inh 1.1, PREPL inhibitor 2.0, PAFAH1B3 inh -3.8, PAFAH2 inh 6.2, ZTA counter 4.3, EBNA-1 inh -9.3, PAFAH1B2 FP inh -2.7, LYPLA2 inh -5.8 and pPAFAH FP inh -0.3.
Screening COc1cccc(N2C(=O)C(CC(=O)Nc3ccccc3)N(C3CCCCC3)C2=O)c1 (stereo unspecified) returned LYPLA1 inh 1.1, PREPL inhibitor 10.6, PAFAH1B3 inh 1.2, PAFAH2 inh 2.5, ZTA counter -2.7, EBNA-1 inh 3.9, PAFAH1B2 FP inh 1.7, LYPLA2 inh -2.7 and pPAFAH FP inh 3.8.
CSc1nnc(-c2cccn(Cc3ccccc3)c2=O)o1 was read as LYPLA1 inh 1.2, PREPL inhibitor -10.4, PAFAH1B3 inh 5.7, PAFAH2 inh -1.0, ZTA counter 7.3, EBNA-1 inh -7.8, PAFAH1B2 FP inh 2.2, LYPLA2 inh 4.5 and pPAFAH FP inh 2.0.
Screening CCOC(=O)[C@H]1[C@H]2COc3cc(OC)ccc3[C@@H]2N2C(=O)c3ccc(F)cc3NC(=O)[C@@]12C returned LYPLA1 inh -1.5, PREPL inhibitor -1.7, PAFAH1B3 inh 0.0, PAFAH2 inh -8.4, ZTA counter -26.2, EBNA-1 inh 2.6, PAFAH1B2 FP inh -1.8, LYPLA2 inh 1.1 and pPAFAH FP inh 1.6.
Screening COc1ccccc1C(=O)Nn1c(C)nc2ccccc2c1=O returned LYPLA1 inh -4.3, PREPL inhibitor -4.6, PAFAH1B3 inh 7.6, PAFAH2 inh -2.9, ZTA counter 3.0, EBNA-1 inh -2.2, PAFAH1B2 FP inh 2.2, LYPLA2 inh -0.8 and pPAFAH FP inh -0.7.
`COc1ccc(/C=N/n2nnnc2N)cc1OC` gave LYPLA1 inh 0.1, PREPL inhibitor -9.5, PAFAH1B3 inh 2.1, PAFAH2 inh 1.4, ZTA counter 6.2, EBNA-1 inh 1.4, PAFAH1B2 FP inh 2.2, LYPLA2 inh 0.3 and pPAFAH FP inh -2.2.
For CCCCn1nnnc1NCc1ccc(OC)c(OC)c1OC the results were LYPLA1 inh 2.9, PREPL inhibitor -4.5, PAFAH1B3 inh 3.4, PAFAH2 inh -4.3, ZTA counter 2.4, EBNA-1 inh 0.3, PAFAH1B2 FP inh -4.8, LYPLA2 inh 3.5 and pPAFAH FP inh 3.7.
For O=C(NCC(=O)N1CCN(c2ccccc2O)CC1)c1ccc2c(c1)OCO2 the results were LYPLA1 inh 2.1, PREPL inhibitor 21.5, PAFAH1B3 inh 7.3, PAFAH2 inh 11.0, ZTA counter 8.6, EBNA-1 inh -3.5, PAFAH1B2 FP inh 2.2, LYPLA2 inh -3.1 and pPAFAH FP inh 14.5.
`CC(Oc1ccc(F)cc1)C(=O)Nc1ccc2ccccc2c1` (stereo unspecified) gave LYPLA1 inh -3.6, PREPL inhibitor -14.7, PAFAH1B3 inh -1.6, PAFAH2 inh 0.9, ZTA counter -10.7, EBNA-1 inh 7.4, PAFAH1B2 FP inh 5.0, LYPLA2 inh 0.7 and pPAFAH FP inh -2.9.
CCc1cc2c(=O)c(-c3cnn(-c4ccccc4)c3)coc2c(CN2CCOCC2)c1O was read as LYPLA1 inh -0.5, PREPL inhibitor 6.4, PAFAH1B3 inh 3.4, PAFAH2 inh -0.8, ZTA counter 25.0, EBNA-1 inh 13.1, PAFAH1B2 FP inh 0.8, LYPLA2 inh -1.1 and pPAFAH FP inh 3.9.

Entries from the list above that contain fluorine:
Screening CCOC(=O)[C@H]1[C@H]2COc3cc(OC)ccc3[C@@H]2N2C(=O)c3ccc(F)cc3NC(=O)[C@@]12C returned LYPLA1 inh -1.5, PREPL inhibitor -1.7, PAFAH1B3 inh 0.0, PAFAH2 inh -8.4, ZTA counter -26.2, EBNA-1 inh 2.6, PAFAH1B2 FP inh -1.8, LYPLA2 inh 1.1 and pPAFAH FP inh 1.6.
`CC(Oc1ccc(F)cc1)C(=O)Nc1ccc2ccccc2c1` (stereo unspecified) gave LYPLA1 inh -3.6, PREPL inhibitor -14.7, PAFAH1B3 inh -1.6, PAFAH2 inh 0.9, ZTA counter -10.7, EBNA-1 inh 7.4, PAFAH1B2 FP inh 5.0, LYPLA2 inh 0.7 and pPAFAH FP inh -2.9.

(more compounds)
For COCCn1c(C)cc(C2=NNC(=Nc3ccc(Cl)cc3Cl)SC2)c1C the results were LYPLA1 inh -4.1, PREPL inhibitor 13.4, PAFAH1B3 inh 4.3, PAFAH2 inh 1.4, ZTA counter 10.0, EBNA-1 inh 13.9, PAFAH1B2 FP inh 2.5, LYPLA2 inh -7.8 and pPAFAH FP inh 10.5.
`NC1=NC[C@@H](Cc2ccc(O)cc2)N1CCc1cc(C(F)(F)F)cc(C(F)(F)F)c1` gave LYPLA1 inh -2.9, PREPL inhibitor 14.6, PAFAH1B3 inh 9.9, PAFAH2 inh 5.0, ZTA counter 6.3, EBNA-1 inh 7.0, PAFAH1B2 FP inh -1.9, LYPLA2 inh 8.3 and pPAFAH FP inh 0.7.
Cc1c(N(C)C)nc2ccccc2c1N was read as LYPLA1 inh 1.1, PREPL inhibitor -6.8, PAFAH1B3 inh 8.3, PAFAH2 inh -2.1, ZTA counter 8.3, EBNA-1 inh 10.3, PAFAH1B2 FP inh -4.0, LYPLA2 inh 1.5 and pPAFAH FP inh 2.1.
Screening COCCNC(=S)Nc1ccc(N2CCCCC2)cc1 returned LYPLA1 inh -2.2, PREPL inhibitor -1.3, PAFAH1B3 inh -1.7, PAFAH2 inh -5.3, ZTA counter 6.1, EBNA-1 inh -13.7, PAFAH1B2 FP inh 0.7, LYPLA2 inh -1.0 and pPAFAH FP inh -0.2.
Screening C/C(=N\Nc1nc2ccccc2s1)c1ccc(Br)s1 returned LYPLA1 inh -9.6, PREPL inhibitor 26.2, PAFAH1B3 inh 6.0, PAFAH2 inh 6.5, ZTA counter 6.4, EBNA-1 inh -0.1, PAFAH1B2 FP inh 0.7, LYPLA2 inh -12.2 and pPAFAH FP inh 7.2.
For CC(=O)c1sc(N/N=C\c2ccccc2O)nc1C the results were LYPLA1 inh 1.4, PREPL inhibitor 14.0, PAFAH1B3 inh 17.3, PAFAH2 inh 15.8, ZTA counter 15.2, EBNA-1 inh 0.4, PAFAH1B2 FP inh 0.5, LYPLA2 inh -1.6 and pPAFAH FP inh 20.4.
CC(C)OC(=O)c1cccc(NC(=O)c2ccccc2)c1 was read as LYPLA1 inh -1.6, PREPL inhibitor -2.8, PAFAH1B3 inh -0.9, PAFAH2 inh 1.0, ZTA counter 0.3, EBNA-1 inh -5.7, PAFAH1B2 FP inh 1.2, LYPLA2 inh -4.0 and pPAFAH FP inh 2.2.
`COc1ccc(CN2CCC(=O)N(CCO)CC2)cc1OC` gave LYPLA1 inh -0.9, PREPL inhibitor 6.7, PAFAH1B3 inh 5.2, PAFAH2 inh -2.4, ZTA counter 0.4, EBNA-1 inh 8.4, PAFAH1B2 FP inh -0.9, LYPLA2 inh 2.3 and pPAFAH FP inh 0.5.
`Cc1nnc(SC(C)C(=O)Nc2ccc(Cl)cn2)n1Cc1ccccc1` (stereo unspecified) gave LYPLA1 inh 4.5, PREPL inhibitor 11.8, PAFAH1B3 inh 6.1, PAFAH2 inh -2.9, ZTA counter 6.4, EBNA-1 inh -2.8, PAFAH1B2 FP inh 1.4, LYPLA2 inh 9.2 and pPAFAH FP inh 3.8.
Screening COc1cccc2c1OC1(C)CC2/C(=C(\C)O)C(=O)N1 (stereo unspecified) returned LYPLA1 inh 0.3, PREPL inhibitor 3.0, PAFAH1B3 inh -2.3, PAFAH2 inh -3.1, ZTA counter 12.0, EBNA-1 inh 0.2, PAFAH1B2 FP inh -2.1, LYPLA2 inh 1.6 and pPAFAH FP inh -5.8.
`CCCCNc1c(-c2cccc(SC(C)CC)c2)nc2ccc(Cl)cn12` (stereo unspecified) gave PREPL inhibitor 21.7, PAFAH1B3 inh -0.7, PAFAH2 inh -0.2, PAFAH1B2 FP inh 7.9 and pPAFAH FP inh 4.4.
For COc1cccc(/C=C/C(=O)OCC(=O)c2ccc(S(=O)(=O)N3CCCCC3)cc2)c1OC the results were LYPLA1 inh -5.4, PREPL inhibitor -5.6, PAFAH1B3 inh -1.3, PAFAH2 inh -1.4, ZTA counter 2.0, EBNA-1 inh -0.4, PAFAH1B2 FP inh -2.6, LYPLA2 inh -8.0 and pPAFAH FP inh 22.2.
`CCN(CC)c1nc(C(F)(F)F)nc2c1nnn2Cc1ccccc1` gave LYPLA1 inh 1.8, PREPL inhibitor -0.8, PAFAH1B3 inh 7.9, PAFAH2 inh -1.2, ZTA counter 13.1, EBNA-1 inh -8.1, PAFAH1B2 FP inh -0.2, LYPLA2 inh 10.5 and pPAFAH FP inh 1.0.
CCNC(=O)CSc1nnc(-c2cccs2)o1 was read as LYPLA1 inh -0.3, PREPL inhibitor 6.2, PAFAH1B3 inh 11.1, PAFAH2 inh -2.5, ZTA counter -0.8, EBNA-1 inh -1.9, PAFAH1B2 FP inh 1.1, LYPLA2 inh 5.7 and pPAFAH FP inh -0.9.
For Cc1cc(C)c2nc(N3CCC(C(=O)NCCCN4CCCCC4)CC3)sc2c1 the results were LYPLA1 inh -1.3, PREPL inhibitor 30.1, PAFAH1B3 inh 11.8, PAFAH2 inh 1.0, ZTA counter -9.3, EBNA-1 inh 3.5, PAFAH1B2 FP inh 2.5, LYPLA2 inh -2.4 and pPAFAH FP inh -0.5.
Screening COc1ccc(S(=O)(=O)N2CCN(C3CC4CCC3C4)CC2)cc1 (stereo unspecified) returned LYPLA1 inh 1.5, PREPL inhibitor -1.2, PAFAH1B3 inh -0.5, PAFAH2 inh 3.5, ZTA counter -10.5, EBNA-1 inh -3.8, PAFAH1B2 FP inh 2.0, LYPLA2 inh -1.4 and pPAFAH FP inh 5.0.
`CC(=O)c1sc(NC(=O)CCCOc2ccc(Cl)cc2)nc1C` gave LYPLA1 inh -0.2, PREPL inhibitor -3.9, PAFAH1B3 inh 2.2, PAFAH2 inh 5.9, ZTA counter 14.2, EBNA-1 inh -11.7, PAFAH1B2 FP inh 3.1, LYPLA2 inh -1.6 and pPAFAH FP inh -9.1.
COc1ccc(N/C(N)=N/c2nc(CSc3ccc(C)cc3)cc(=O)[nH]2)cc1 was read as LYPLA1 inh -0.2, PREPL inhibitor 13.6, PAFAH1B3 inh -0.5, PAFAH2 inh 1.9, ZTA counter -7.7, EBNA-1 inh 4.1, PAFAH1B2 FP inh -0.8, LYPLA2 inh 6.5 and pPAFAH FP inh 5.6.
`CCCC[C@@H]1CNC(=S)N1CC1CCCCC1` gave LYPLA1 inh -1.5, PREPL inhibitor 7.4, PAFAH1B3 inh 5.7, PAFAH2 inh 5.1, ZTA counter 2.8, EBNA-1 inh -5.0, PAFAH1B2 FP inh 12.6, LYPLA2 inh -1.0 and pPAFAH FP inh -7.6.
Screening COc1ccc(S(=O)(=O)Nc2c3ccccc3nc(=O)n2-c2ccccc2)cc1 returned LYPLA1 inh 1.9, PREPL inhibitor -0.1, PAFAH1B3 inh 5.4, PAFAH2 inh 0.0, ZTA counter 1.9, EBNA-1 inh 0.9, PAFAH1B2 FP inh 2.5, LYPLA2 inh -0.9 and pPAFAH FP inh 2.0.
